Compound activity (PubChem)
hIAP inh: human IAP inhibitors, primary screen, biochemical, luminescence, uHTS. purified IAP, CDP-Star luminescence, 30 min. inhibition, % at 10 µM. actives 0.12% (n = 330,000). AID 2544, 2010;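 active = inhibition reaching a set limit with compound at 10 µM in the primary screen, cut at about 35% in these data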;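 note: plate controls were DMSO wells with enzyme for no effect and no-enzyme buffer wells for full effect; values of inactives mirror those of a sister screen read the other way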
mIAP activ: activators of mouse IAP, primary screen, biochemical, luminescence, uHTS | intestinal alkaline phosphatase [Mus musculus] | muIAP, CDP-Star luminescence, 30 min; hits give high values; 1 = vehicle-only enzyme signal, 0 = enzyme-free wells | activation factor at 10 µM | actives 0.24% (n = 330,000) | AID 2805, 2010;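 active = activation factor of at least 2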; note: the source names both 10 and 20 µM as test concentration; values of inactives mirror those of a sister screen read the other way
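Assay system: mouse IAP enzyme; Reagent: CDP-Star chemiluminescent phosphatase substrate; Compound: DMSO-dissolved test compounds; Incubation: 30 min, room temperature; Technique: luminescence from enzymatic CDP-Star hydrolysis; Controls: DMSO-only wells and no-enzyme negative control.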
ATG4B inh: ATG4B protease inhibitors, primary screen, biochemical, fluorescence, uHTS; AID 504462, 2011; ATG4B cleavage of LC3-PLA2, NBD-HPC fluorescence, 1 h; actives 0.51% (n = 340,000); Cysteine protease ATG4B (Homo sapiens), Q9Y4P1; inhibition, % at 8.33 µM; in the data active = inhibition above about 40%
hIAP act: human IAP activators, primary screen, biochemical, luminescence, uHTS. AID 2524, 2010. purified human IAP, CDP-Star luminescence, 30 min; hits give high values; 1 = vehicle-only enzyme, 0 = enzyme-free background. actives 0.16% (n = 330,000). activation factor at 10 µM;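 active = activation factor of the enzyme at least 2-fold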; note: the source names both 10 and 20 µM as test concentration; values of inactives mirror those of a sister screen read the other way
mIAP inh: inhibitors of mouse IAP, primary screen, biochemical, luminescence, uHTS; purified mouse IAP, CDP-Star luminescence, 30 min; actives 0.2% (n = 330,000); intestinal alkaline phosphatase [Mus musculus]; inhibition, % at 10 µM;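 active = inhibition of at least 40% at 10 µM in the primary screen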;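 note: plate controls were DMSO with enzyme for no effect and no enzyme wells for full effect; values of inactives mirror those of a sister screen read the other way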
PfG6PD inh: PfG6PD enzyme inhibitors, primary screen, biochemical, fluorescence intensity, uHTS. actives 0.78% (n = 350,000). PfGluPho enzyme, NADPH resazurin-diaphorase fluorescence. AID 504690, 2011. inhibition, % at 20 µM;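 active = inhibition reaching at least a set limit at 20 µM in the primary screen, cut at about 59% in these data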;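 note: 0% = DMSO wells with substrate and 100% = DMSO wells lacking glucose-6-phosphate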
HKDC1 inhibitor: HKDC1 hexokinase inhibitors, primary screen, biochemical, fluorescence, uHTS; recombinant HKDC1, G6PDH/diaphorase resazurin coupled fluorescence; inhibition, % at 20 µM; Q2TB90; AID 493160, 2011; actives 0.16% (n = 340,000);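 active = inhibition above about 35% when tested at 20 µM, limit read from the data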;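 note: plate controls were DMSO wells with enzyme for no effect and DMSO wells lacking enzyme for full effect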
Target sequence (Q2TB90 whole entry, looked up): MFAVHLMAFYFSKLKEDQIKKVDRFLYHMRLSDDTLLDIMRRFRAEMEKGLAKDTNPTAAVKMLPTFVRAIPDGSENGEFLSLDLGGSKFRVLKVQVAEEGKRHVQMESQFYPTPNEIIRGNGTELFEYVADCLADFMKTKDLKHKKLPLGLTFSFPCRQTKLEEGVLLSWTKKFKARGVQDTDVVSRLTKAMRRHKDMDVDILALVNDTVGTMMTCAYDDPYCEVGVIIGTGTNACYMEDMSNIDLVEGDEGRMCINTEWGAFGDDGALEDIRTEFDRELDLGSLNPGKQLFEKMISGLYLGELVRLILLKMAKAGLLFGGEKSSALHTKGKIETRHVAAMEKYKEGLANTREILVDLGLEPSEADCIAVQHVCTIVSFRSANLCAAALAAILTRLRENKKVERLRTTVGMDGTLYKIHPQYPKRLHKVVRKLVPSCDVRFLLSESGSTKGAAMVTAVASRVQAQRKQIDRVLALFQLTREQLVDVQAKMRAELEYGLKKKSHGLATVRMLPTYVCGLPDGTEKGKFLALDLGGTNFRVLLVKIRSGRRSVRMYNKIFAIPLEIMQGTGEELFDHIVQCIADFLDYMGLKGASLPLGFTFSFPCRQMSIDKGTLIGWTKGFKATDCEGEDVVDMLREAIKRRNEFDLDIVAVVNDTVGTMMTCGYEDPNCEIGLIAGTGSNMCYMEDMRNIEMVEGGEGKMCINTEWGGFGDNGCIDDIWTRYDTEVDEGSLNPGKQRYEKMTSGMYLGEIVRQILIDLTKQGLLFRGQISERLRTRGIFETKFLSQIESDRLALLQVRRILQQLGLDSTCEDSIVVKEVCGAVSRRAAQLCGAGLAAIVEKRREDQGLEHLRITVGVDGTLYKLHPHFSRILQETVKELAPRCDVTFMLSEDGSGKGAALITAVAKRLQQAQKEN
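Test system: HK5 enzyme. Quantity: 5 µg/mL HK5 final. Reagent: glucose and ATP substrates. Schedule: 90 min reaction incubation at room temperature, dark. Technique: resazurin-to-resorufin fluorescence via G6PDH and diaphorase coupling, 525/613 nm. Control set: DMSO wells with and without enzyme mix.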
APOBEC3A inh: APOBEC3A ssDNA deaminase inhibitors, primary screen, selectivity assay for APOBEC3G inhibitor project, biochemical, FAM/TAMRA oligo cleavage fluorescence; recombinant A3A, FAM/TAMRA ssDNA deamination fluorescence; inhibition, % at 20 µM; actives 0.41% (n = 330,000); AID 493011, 2011;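 active = at least 40% inhibition at 20 µM here, with at most 30% in a related deaminase screen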;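 note: plate controls were A3A with DMSO for no effect and wells lacking A3A enzyme for full effect; some results filed as inactive read as strong as hits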
Starred values were filed as active, the others as inactive.

`CCOc1ccc(NC(=O)Cc2ccccc2)c([N+](=O)[O-])c1` gave hIAP inh 14, mIAP activ 0.98, ATG4B inh 1, hIAP act 0.86, mIAP inh 2, PfG6PD inh -4, HKDC1 inhibitor -6 and APOBEC3A inh -3.
Screening O=C(COC(=O)/C=C/c1ccc(Cl)c(Cl)c1)NC1CCCC1 returned hIAP inh 21, mIAP activ 1.1, ATG4B inh -4, hIAP act 0.79, mIAP inh -5, PfG6PD inh -3, HKDC1 inhibitor -6 and APOBEC3A inh -1.
For CCCC(=O)N1CCN(c2nc3ccc(Br)cc3s2)CC1 the results were hIAP inh 3, mIAP activ 0.91, ATG4B inh -10, hIAP act 0.97, mIAP inh 9, PfG6PD inh -5, HKDC1 inhibitor 0 and APOBEC3A inh -2.
Screening Cc1noc(C)c1COC(=O)COc1ccc2c(C)cc(=O)oc2c1 returned hIAP inh 3, mIAP activ 1, ATG4B inh -17, hIAP act 0.97, mIAP inh 0, PfG6PD inh 6, HKDC1 inhibitor -1 and APOBEC3A inh -3.
Screening CCC(=O)NC(c1ccco1)c1cc(Cl)c2ccccc2c1O (stereo not given) returned hIAP inh 7, mIAP activ 0.93, ATG4B inh 4, hIAP act 0.93, mIAP inh 7, PfG6PD inh 29, HKDC1 inhibitor 24 and APOBEC3A inh -8.
Screening O=C(N/N=C/c1ccc(O)c([N+](=O)[O-])c1)C1CC1(c1ccccc1)c1ccccc1 (stereo not given) returned hIAP inh 12, mIAP activ 0.88, ATG4B inh 9, hIAP act 0.88, mIAP inh 12, PfG6PD inh -6, HKDC1 inhibitor 10 and APOBEC3A inh -3.
For CC(=O)N1CCCc2cc(S(=O)(=O)N3CCCC(C(=O)Nc4cc(C)ccc4C)C3)ccc21 (stereo not given) the results were hIAP inh -28, mIAP activ 0.99, ATG4B inh -10, hIAP act 1.3, mIAP inh 1, PfG6PD inh 7, HKDC1 inhibitor -1 and APOBEC3A inh -6.
For Cn1c(SCC(=O)N2CCCC2)nc2cccnc21 the results were hIAP inh -4, mIAP activ 1, ATG4B inh -5, hIAP act 1, mIAP inh 0, PfG6PD inh -4, HKDC1 inhibitor -10 and APOBEC3A inh -2.
For CCN(CC)CCCNC(=O)Cn1cnc2sc(C)c(S(=O)(=O)N3CCC(C)CC3)c2c1=O the results were hIAP inh 6, mIAP activ 1, ATG4B inh -1, hIAP act 0.94, mIAP inh -3, PfG6PD inh -10, HKDC1 inhibitor -4 and APOBEC3A inh 0.
For CC(=O)N/C(=C/c1ccccc1)C(=O)NC(Cc1ccccc1)C(=O)O (stereo not given) the results were hIAP inh -11, mIAP activ 1, ATG4B inh 8, hIAP act 1.1, mIAP inh -1, PfG6PD inh -19, HKDC1 inhibitor 11 and APOBEC3A inh 2.
For CC(=O)Nc1ccc(OC(=O)c2ccco2)cc1 the results were hIAP inh 12, mIAP activ 1, ATG4B inh -9, hIAP act 0.88, mIAP inh -1, PfG6PD inh -10, HKDC1 inhibitor -6 and APOBEC3A inh -3.
For COc1ccc(CN2C(=O)c3ccccc3C2C(=O)NCc2cccnc2)c(OC)c1 (stereo not given) the results were hIAP inh -21, mIAP activ 1.1, ATG4B inh -1, hIAP act 1.2, mIAP inh -13, PfG6PD inh 6, HKDC1 inhibitor -4 and APOBEC3A inh -5.
CN1C=CC(=C2C(=O)c3ccccc3C2=O)C=C1 was read as hIAP inh -3, mIAP activ 0.93, hIAP act 1, mIAP inh 7 and APOBEC3A inh -1.
`COc1ccccc1CN1CC(C(=O)NCc2ccc(C)c(F)c2)CCC1=O` (stereo not given) gave hIAP inh -2, mIAP activ 1, ATG4B inh -5, hIAP act 1, mIAP inh -3, PfG6PD inh 3, HKDC1 inhibitor -5 and APOBEC3A inh -1.
Screening C=CCn1c(SCC(=O)N2CCc3ccccc3C2)nc2sc(C)cc2c1=O returned hIAP inh 2, mIAP activ 1, ATG4B inh 15, hIAP act 0.98, mIAP inh 0, PfG6PD inh -4, HKDC1 inhibitor 4 and APOBEC3A inh 1.
Screening O=C(O)c1ccc(S(=O)(=O)NCC2CCCO2)cc1 (stereo not given) returned hIAP inh -8, mIAP activ 0.96, ATG4B inh -7, hIAP act 1.1, mIAP inh 4, PfG6PD inh -1, HKDC1 inhibitor -2 and APOBEC3A inh -2.
Screening O=C(NCc1cccs1)C1CCN(C(=O)NCc2ccccc2)CC1 returned hIAP inh 2, mIAP activ 0.96, ATG4B inh 6, hIAP act 0.98, mIAP inh 4, PfG6PD inh -2, HKDC1 inhibitor -3 and APOBEC3A inh 3.
CCCCN(CCCC)C(=O)CSc1nnc(-c2cc(OC)c(OC)c(OC)c2)o1 was read as hIAP inh -5, mIAP activ 1, ATG4B inh -5, hIAP act 1, mIAP inh -4, PfG6PD inh 0, HKDC1 inhibitor -16 and APOBEC3A inh -5.
Screening c1ccc2c(Nc3ccc(N4CCOCC4)cc3)nc(N3CCOCC3)nc2c1 returned hIAP inh -10, mIAP activ 0.89, ATG4B inh 1, hIAP act 1.1, mIAP inh 11, PfG6PD inh 3, HKDC1 inhibitor 0 and APOBEC3A inh -11.
CNc1nc(Cl)c(SC)c(NCc2ccc(F)cc2)n1 was read as hIAP inh 9, mIAP activ 1.1, ATG4B inh 15, hIAP act 0.91, mIAP inh -5, PfG6PD inh 4, HKDC1 inhibitor 0 and APOBEC3A inh -1.
CCCCCCCCNC(C)C(O)c1ccc(SC(C)C)cc1 (stereo not given) was read as hIAP inh 9, mIAP activ 1, ATG4B inh 1, hIAP act 0.91, mIAP inh -1, PfG6PD inh 17, HKDC1 inhibitor 2 and APOBEC3A inh -1.
`CS(=O)(=O)c1ccc(C(=O)NCc2ccccc2F)cc1` gave hIAP inh -4, mIAP activ 0.95, ATG4B inh -7, hIAP act 1, mIAP inh 5, PfG6PD inh 6, HKDC1 inhibitor -5 and APOBEC3A inh -2.
COC(=O)Cn1c(O)c(N=NC(=O)CNC(=O)c2ccncc2)c2ccccc21 was read as hIAP inh 16, mIAP activ 1, ATG4B inh 3, hIAP act 0.84, mIAP inh -2, PfG6PD inh -8, HKDC1 inhibitor 1 and APOBEC3A inh 1.
COc1cccc(-n2c(C)nnc2SCC(=O)Nc2ccccc2N2CCOCC2)c1 was read as hIAP inh 2, mIAP activ 0.95, ATG4B inh 0, hIAP act 0.98, mIAP inh 5, PfG6PD inh -5, HKDC1 inhibitor -5 and APOBEC3A inh -6.

The closing 2 entries of the part before are carried over, then new ones follow.
COC(=O)Cn1c(O)c(N=NC(=O)CNC(=O)c2ccncc2)c2ccccc21 was read as hIAP inh 16, mIAP activ 1, ATG4B inh 3, hIAP act 0.84, mIAP inh -2, PfG6PD inh -8, HKDC1 inhibitor 1 and APOBEC3A inh 1.
COc1cccc(-n2c(C)nnc2SCC(=O)Nc2ccccc2N2CCOCC2)c1 was read as hIAP inh 2, mIAP activ 0.95, ATG4B inh 0, hIAP act 0.98, mIAP inh 5, PfG6PD inh -5, HKDC1 inhibitor -5 and APOBEC3A inh -6.
`O=C(Cc1ccccc1)Nc1cc([N+](=O)[O-])ccc1N1CCOCC1` gave hIAP inh 1, mIAP activ 1, ATG4B inh -5, hIAP act 0.99, mIAP inh -1, PfG6PD inh 7, HKDC1 inhibitor -7 and APOBEC3A inh -4.
`COCCn1c(SCC(=O)Nc2ccc(OC)cc2)nc2c(oc3ccccc32)c1=O` gave hIAP inh -6, mIAP activ 1, hIAP act 1.1, mIAP inh -2 and APOBEC3A inh -1.
`CCOc1ccccc1N(CC(=O)Nc1cc(OC)ccc1OC)S(=O)(=O)c1ccccc1` gave hIAP inh -21, mIAP activ 0.95, ATG4B inh -3, hIAP act 1.2, mIAP inh 4, PfG6PD inh 18, HKDC1 inhibitor 2 and APOBEC3A inh -1.
O=C(N/N=C1\CCCc2ccccc21)c1ccc([N+](=O)[O-])cc1 was read as hIAP inh -29, mIAP activ 1, ATG4B inh 4, hIAP act 1.3, mIAP inh -2, PfG6PD inh -7, HKDC1 inhibitor 4 and APOBEC3A inh -5.
For CC(=O)NC(Cc1ccc(F)c(F)c1)C(=O)NC1CCN(c2c(Cc3ccccc3)c(C)nc3ncnn23)CC1 (stereo not given) the results were hIAP inh 5, mIAP activ 1, ATG4B inh -1, hIAP act 0.95, mIAP inh -4, PfG6PD inh -11, HKDC1 inhibitor -6 and APOBEC3A inh 0.
`O=C1CC(=O)Nc2cc(S(=O)(=O)N3CCOc4ccccc43)ccc2N1` gave hIAP inh 2, mIAP activ 1.1, ATG4B inh -15, hIAP act 0.98, mIAP inh -11, PfG6PD inh 7, HKDC1 inhibitor -6 and APOBEC3A inh 0.
For Cc1ccc2nc(N3C(=O)C(O)=C(C(=O)c4cc5ccccc5o4)C3c3cccs3)sc2c1 (stereo not given) the results were hIAP inh -2, mIAP activ 0.76, ATG4B inh 2, hIAP act 1, mIAP inh 24, PfG6PD inh 11, HKDC1 inhibitor -12 and APOBEC3A inh -7.
Screening CCS(=O)(=O)N1CCN(c2ccc(Cl)cc2[N+](=O)[O-])CC1 returned hIAP inh -2, mIAP activ 1, ATG4B inh 1, hIAP act 1, mIAP inh -2, PfG6PD inh -4, HKDC1 inhibitor -4 and APOBEC3A inh 1.
`O=C(NCCN1C(=O)S/C(=C/c2ccccc2)C1=O)C1CCCN1C(=O)c1cccs1` (stereo not given) gave hIAP inh 19, mIAP activ 0.92, ATG4B inh -13, hIAP act 0.81, mIAP inh 8, PfG6PD inh -1, HKDC1 inhibitor -4 and APOBEC3A inh 4.
Screening CCCc1nnc(NC(=O)CN2C(=O)c3ccccc3C2=O)s1 returned hIAP inh 3, mIAP activ 1.1, ATG4B inh 2, hIAP act 0.97, mIAP inh -8, PfG6PD inh -15, HKDC1 inhibitor -7 and APOBEC3A inh -1.
COCCNC(=O)C(=O)NCC1OCCN1S(=O)(=O)c1cccs1 (stereo not given) was read as hIAP inh -4, mIAP activ 1, ATG4B inh -6, hIAP act 1, mIAP inh -3, PfG6PD inh -4, HKDC1 inhibitor -3 and APOBEC3A inh -2.
For O=C(NN=Cc1ccc(F)c(F)c1)c1ccc(NS(=O)(=O)c2cccs2)cc1 the results were hIAP inh -7, mIAP activ 1.1, ATG4B inh 0, hIAP act 1.1, mIAP inh -6, PfG6PD inh -7, HKDC1 inhibitor -2 and APOBEC3A inh 0.
Screening O=C1C2CC=C(Cl)CC2C(=O)N1CCN1CCOCC1 (stereo not given) returned hIAP inh -24, mIAP activ 1, ATG4B inh -2, hIAP act 1.2, mIAP inh -3, PfG6PD inh 2, HKDC1 inhibitor -3 and APOBEC3A inh -2.
For Cc1ccc(C)c(OCCn2nnc3ccccc32)c1 the results were hIAP inh -9, mIAP activ 0.94, ATG4B inh 2, hIAP act 1.1, mIAP inh 6, PfG6PD inh 5, HKDC1 inhibitor -1 and APOBEC3A inh -1.
